EPAC1 agonist = qHTS for Agonist of cAMP-regulated guanine nucleotide exchange factor 3 (EPAC1): primary screen; 360,000 compounds, 0.073% hits; Potency, µM (doses to about 154 µM), without a hit: at the top dose activation, actives largely listed as activators; Rap guanine nucleotide exchange factor 3 (Homo sapiens), O95398; EPAC1 agonist qHTS, biochemical assay; response scale: 100% = response to 6.5 mM cAMP; also: potency is read from the fitted curve at half-maximal effect; nearly all actives have a fitted effect of over 60% in size
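Nucleotide exchange by EPAC1 (100 nM) on Rap1B–BODIPY-GDP (250 nM) in the presence of 50 uM GDP is tracked fluorescently at 480/540 nm over 30 min. Signals are normalized to a 6.5 mM cAMP control.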
EPAC1 antag = qHTS for Antagonist of cAMP-regulated guanine nucleotide exchange factor 3 (EPAC1): primary screen; EPAC1 GEF assay, Rap1b-BODIPY-GDP exchange fluorescence; Potency, µM (top dose mostly 115 µM), for inactives: top-dose activity change, negative = inhibition, usual class: inhibitors; 360,000 compounds, 0.14% hits;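 also: potency is read from the fitted curve at half-maximal effect; plate controls were vehicle for no effect and positive control for full effect; nearly all actives have a fitted effect of over 50% in size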
WRN inhibitor = qHTS for Inhibitors of WRN Helicase; Bifunctional 3'-5' exonuclease/ATP-dependent helicase WRN (Homo sapiens), Q14191; WRN helicase unwinding, fluorescent forked duplex, kinetic; Potency, µM (top dose mostly 114 µM), for the others: at the top dose activity change, negative = inhibition, usual class: inhibitors; 360,000 compounds, 0.46% hits; AID 651768, 2012; also: potency is read from the fitted curve at half-maximal effect; % is scaled to controls: 0 for no effect and ±100 for the full control effect; nearly all actives have a fitted effect of over 55% in size
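WRN at 20 nM final was preincubated with compound for 15 min at room temperature; reaction started with 100 nM forked duplex oligonucleotide carrying fluorophore and quencher plus 2 mM ATP (final). Unwinding followed kinetically by red fluorescence (ex 525/em 598 nm).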
Abeta yeast res = qHTS for compounds that reverse cellular toxicity of Amyloid beta (A-beta) peptide in yeast: Primary Screen | 410,000 compounds, 0.063% hits | AID 1347071, 2019 | Potency, µM (titrated, usually from 46.1 µM), inactives show at the top dose growth rescue, hits mostly activators | yeast expressing A-beta42, growth rescue, OD600, 48 h; response scale: 0% DMSO, 100% iron-clioquinol control; also: potency is read from the fitted curve at half-maximal effect; nearly all actives have a fitted effect of over 55% in size
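Yeast A-beta toxicity model in growth medium with pinned compounds, 48 h at 30 C; growth read as absorbance at 600 nm. Normalized to FeCl3/clioquinol equimolar mix (positive) and DMSO (negative).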
IL-2 act = qHTS of IL-2 Activators | IL-2 activation reporter assay, cell-based qHTS; stimulated with anti-CD3/CD4/CD28 beads; in transgenic mouse T cells | activation, % (series mostly up to about 46 µM) | 360,000 compounds, 0.065% hits | AID 652025, 2013; in the data active = activation above about 50%; inconclusive = mostly about 30% to 49%; also: 0% is about no effect
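Readout is EGFP and DsRed signal by fluorescent plate cytometry after 18 h at 37 degrees C. Transgenic mouse T cells (750/well) received compound for 60 min before bead stimulation (anti-CD3, anti-CD4, anti-CD28); memory T cells served as non-tolerant control.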
FUS yeast rescue = qHTS for Suppressors of FUS Proteinopathy: Primary screen using FUS-linked yeast assay. 390,000 compounds, 0.24% hits. Potency, µM (doses to about 76.6 µM), for inactives: at the top dose growth rescue (activation), most hits filed as activators. S. cerevisiae FUS-expressing, growth rescue, OD600, 24 h. AID 1347120, 2019;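 also: potency is read from the fitted curve at half-maximal effect; plate controls were DMSO vehicle for no effect and reference control for full effect; nearly all actives have a fitted effect of over 55% in size; some results filed as inactive show a strong effect at the top dose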
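Toxicity suppression screen in FUS-yeast. Cells induced with 2% galactose, starting OD 0.005, treated 24hr at 30C with compounds at multiple final concentrations; growth by OD600.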
PI5P4Ka inh = qHTS for Inhibitors of phosphatidylinositol 5-phosphate 4-kinase (PI5P4K); PI5P4Kalpha enzyme, ADP-Glo luminescence, 60 min; hits give low values; max response, %; 330,000 compounds, 1.2% hits; AID 652105, 2013; Phosphatidylinositol 5-phosphate 4-kinase type-2 alpha (Homo sapiens), P48426; active = max response of -50% or lower; inconclusive = between -30% and -50%; inactive = -30% or higher; also: value at the top dose of about 77 µM; % is scaled to controls: 0 for no effect and ±100 for the full control effect
Target sequence (P48426 whole entry, looked up): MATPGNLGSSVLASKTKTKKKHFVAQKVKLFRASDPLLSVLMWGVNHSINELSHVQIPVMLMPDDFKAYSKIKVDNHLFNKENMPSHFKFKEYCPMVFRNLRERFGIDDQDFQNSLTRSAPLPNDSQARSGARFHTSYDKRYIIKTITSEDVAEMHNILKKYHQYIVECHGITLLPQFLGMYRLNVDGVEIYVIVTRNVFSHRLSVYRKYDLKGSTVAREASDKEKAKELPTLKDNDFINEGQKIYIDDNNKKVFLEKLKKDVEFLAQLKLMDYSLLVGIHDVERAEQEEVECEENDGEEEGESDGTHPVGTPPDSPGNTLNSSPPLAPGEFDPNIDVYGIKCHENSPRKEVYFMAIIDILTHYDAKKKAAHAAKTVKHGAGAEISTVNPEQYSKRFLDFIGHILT
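qHTS, 1536-well: enzyme/substrate mix, compound by pin tool, 5 microM ATP final; RT 60 min; ADP-Glo reagents 1 (45 min) then 2 (30 min); luminescence.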
PLK1 PBD block = qHTS for Inhibitors of PLK1-PDB (polo-like kinase 1 - polo-box domain): Primary Screen | Serine/threonine-protein kinase PLK1 (Homo sapiens), P53350 | Potency, µM, for inactives: max response, negative = inhibition, hits mostly inhibitors | 360,000 compounds, 2.8% hits | AID 720504, 2013 | Plk1 PBD binding of FITC phosphopeptide, fluorescence polarization; also: potency is read from the fitted curve at half-maximal effect; series mostly up to about 57 µM; % is scaled to controls: 0 for no effect and ±100 for the full control effect; nearly all actives have a fitted effect of over 65% in size
Target sequence (P53350 whole entry, looked up, the tested form may be a part): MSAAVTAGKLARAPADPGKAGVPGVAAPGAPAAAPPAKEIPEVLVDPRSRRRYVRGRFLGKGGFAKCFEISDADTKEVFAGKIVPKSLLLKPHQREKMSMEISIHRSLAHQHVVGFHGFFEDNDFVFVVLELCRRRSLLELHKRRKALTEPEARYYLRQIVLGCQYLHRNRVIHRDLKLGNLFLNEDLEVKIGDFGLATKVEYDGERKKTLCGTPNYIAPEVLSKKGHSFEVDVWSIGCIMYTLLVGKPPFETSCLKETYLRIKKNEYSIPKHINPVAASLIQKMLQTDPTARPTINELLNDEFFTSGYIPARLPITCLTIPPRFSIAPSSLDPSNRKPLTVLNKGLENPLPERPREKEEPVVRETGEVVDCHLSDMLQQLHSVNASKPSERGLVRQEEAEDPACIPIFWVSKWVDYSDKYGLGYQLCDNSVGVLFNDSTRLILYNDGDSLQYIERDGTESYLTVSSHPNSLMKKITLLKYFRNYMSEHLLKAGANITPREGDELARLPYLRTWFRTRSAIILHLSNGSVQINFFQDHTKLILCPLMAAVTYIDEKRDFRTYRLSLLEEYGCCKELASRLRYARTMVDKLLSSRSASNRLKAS
* marks the source's active call; other numbers are inactive results; ? = inconclusive; / = no result given; & = joins results of further samples; [ ] = another dose, or the depositor's remark. Unless noted, calls follow the shape of the dose curve; as a rule, active = well fitted curve in the direction sought with a large enough effect; inconclusive = small, poorly fitted or top-dose-only effect, or another doubt; inactive = no such curve, though single readings can be large; an effect the other way counts as inactive or inconclusive.

Values run as follows: EPAC1 agonist	EPAC1 antag	WRN inhibitor	Abeta yeast res	IL-2 act	FUS yeast rescue	PI5P4Ka inh	PLK1 PBD block
O=C(NC1CCCCC1)NC1CCN(CC(=O)N2CCOCC2)CC1
  6.6%	0.6%	-3.5%	4.6%	-2.7	14.3%	9.0	-6.8%
COc1ccc(C)cc1NC(=O)CCNS(=O)(=O)c1ccc2c(c1)CC(C)N2C(C)=O (stereo not drawn)
  5.1%	-11.7%	9.5%	13.5%	-1.4	8.5%	0.8	-12.4%
Cc1cc(C)n(CCc2nc(-c3cccs3)cs2)n1
  3.8%	-10.2%	-15.0%	0.7%	1.7	-4.4%	1.9	?
CCOc1cc(C(=O)NC(C)C2CCCO2)cc(OCC)c1OCC (stereo not drawn)
  0.7%	-15.3%	-5.3%	8.0%	-0.5	17.2%	-2.4	-1.3%
Cc1ccc2nc(NC(=O)CSc3nnc(C)c(=O)n3N)sc2c1
  6.5%	12.2%	?	4.9%	0.5	6.7%	-9.4	-9.6%
OC(c1cc(Cl)cc(Cl)c1)c1ncc(-c2cccc(F)c2)[nH]1 (stereo not drawn)
  4.4%	-18.4%	-5.4%	-5.2%	-0.7	-12.4%	11.7	-7.9%
CCOC(=O)C1CCN(C(=O)c2[nH]c(C(F)(F)F)nc2-c2ccccc2)CC1
  5.1%	2.6%	-1.6%	-2.8%	-0.1	-3.1%	8.2	-8.0%
COCCCNC(=S)NNC(=O)c1ccc(S(=O)(=O)N2CCC(C)CC2)cc1
  1.6%	-15.6%	6.4%	6.4%	1.9	13.8%	3.7	-5.9%
Cc1ccc(NS(=O)(=O)c2ccc(C(=O)NCCCN3CCCC3=O)cc2)cc1
  -3.0%	-12.5%	-4.1%	16.6%	-3.2	-10.8%	5.7	-6.9%
CC(C)c1ccc(CC(=O)N2CCC2(C)C(=O)NS(=O)(=O)c2ccc(C(C)(C)C)cc2)cc1 (stereo not drawn)
  -8.4%	-28.4%	1.0%	3.2%	0.5	39.1%	3.8	-5.5%
CCOC(=O)C1CCN(c2cc3c(cc2NC(=O)c2ccc(OC)c(OC)c2)n(C)c(=O)n3C)CC1
  11.7%	4.6%	-14.8%[11.6 µM]	11.3%&-0.7%	-2.8	13.8%&17.3%	0.1	-8.4%
Cc1nnc(NS(=O)(=O)c2ccc(Br)cc2)s1
  -11.7%	-0.2%	17.0%	8.6%	-2.3	1.8%	-6.7	-17.0%
CS(=O)(=O)c1cccc(NC(=O)CSc2nnc3n2CCCCC3)c1
  -3.0%	1.2%	3.1%	-0.7%	-0.2	-6.8%	-5.9	-4.5%
COC(=O)c1c(NC(=O)c2ccccc2C(=O)O)sc2c1CCC2
  -5.4%	-3.8%	1.3%	-13.7%	-1.0	14.1%	-8.8	0.0%
Cc1cc(NCCCn2ccnc2)n2ncc(-c3ccccc3)c2n1
  0.2%	0.0%	-14.9%	-7.6%	0.4	-21.9%	10.8	0.7%
COC(=O)CNC(=O)c1c(-c2c(Cl)cccc2Cl)noc1C
  6.6%	0.1%	14.3%	-7.7%	-0.8	15.3%	/	-10.1%
Cc1[nH]c2ccccc2c1C(=O)CSc1nc2cc(S(=O)(=O)N3CCCCC3)ccc2o1
  13.8%	-3.2%	-11.2%	-2.0%	-3.5	?	-0.4	-15.4%
Cc1ccc2scc(CN3CCCC3)c2c1
  3.9%	-1.0%	-14.4%	6.5%	0.2	-12.7%	6.0	-3.0%
Cc1ccc(C(c2nnnn2CS(=O)(=O)c2ccc(C)cc2)N2CCC(C(N)=O)CC2)cc1 (stereo not drawn)
  -0.6%	11.9%	8.4%	-0.3%	-0.7	17.2%	0.7	-0.5%
CS(=O)(=O)N1CCN=C1SCc1cccc(F)c1
  7.8%	1.8%	2.0%	10.0%	0.8	-1.1%	0.4	-3.6%
Cc1ccc(NC(=O)NNC(=O)COc2ccc([N+](=O)[O-])cc2)cc1C
  1.9%	11.8%	?	5.9%	-0.6	/	-7.8	-1.9%
CC(C)Cn1c(=O)c(CCC(=O)Nc2ccc(N3CCOCC3)cc2)nc2cc(Cl)ccc21
  -13.2%	9.6%	1.5%	-0.2%	-1.9	41.2%	4.0	-9.6%
Cc1cc2cc(NC(=O)c3ccco3)ccc2[nH]1
  5.4%	7.0%	1.7%	-17.7%	-0.5	26.4%	-10.3	-20.7%
Cc1ccc(NC(=O)C(C)NS(=O)(=O)c2ccc(F)cc2)cc1C (stereo not drawn)
  -8.2%	-1.9%	2.3%	-20.0%	-1.2	3.1%	-4.3	-17.6%
O=C(Nc1c(-c2ccccc2)nc2ccccn12)c1ccccc1F
  -0.2%	-0.9%	3.6%	-2.9%&-10.7%	0.3	-18.2%&-22.7%	4.2	-6.8%
CC(NC(=O)c1ccc(C(F)(F)F)cc1)C(c1ccccc1)N1CCOCC1 (stereo not drawn)
  -3.4%	-10.1%	1.2%	11.0%	-2.0	-1.9%	-2.0	-11.6%
CCN(CCO)c1ncnc2onc(-c3ccc(F)cc3)c12
  -0.6%	1.7%	5.1%	-4.0%	-2.2	0.0%	-3.7	-5.5%
Cc1nnc(SCC(=O)N(C2CCCCC2)C2CCS(=O)(=O)C2)n1N (stereo not drawn)
  6.6%	13.6%	0.9%	-2.3%	0.6	0.0%	7.4	-9.1%
CCCCNC(=O)N(O)C1N(CCCC)C(=O)N(CC(=O)OC)C1(C)C (stereo not drawn)
  1.2%	6.0%	-5.0%	-1.7%	2.0	-6.3%	/	-2.6%
Cc1nc2ccccn2c(=O)c1NC(=O)c1cccc2ccccc12
  1.7%	-6.8%	-1.2%	-12.0%	2.2	-3.5%	-1.8	2.9%

Other results follow:
Values run as follows: EPAC1 agonist	EPAC1 antag	WRN inhibitor	Abeta yeast res	IL-2 act	FUS yeast rescue	PI5P4Ka inh	PLK1 PBD block
CC(C)C(NC(=O)c1ccccc1F)C(=O)Nc1nccs1 (stereo not drawn)
  8.0%	-16.5%	2.0%	-0.9%	1.3	-32.2%	-1.4	-6.0%
CC(=O)Nc1nc(C)c(Oc2ccccc2)c(=O)[nH]1
  -4.7%	8.0%	4.9%	18.6%	-4.1	?	0.8	-0.1%
Cc1cc(CNC(=O)Cc2c(F)cccc2Cl)nn1C
  -6.8%	6.1%	-13.0%	6.5%	-1.4	-0.1%	/	1.0%
CCOC(=O)CN1CCC(c2ccccc2)CC1
  6.4%	-5.8%	-5.8%	0.1%	-0.8	-8.4%	13.3	2.7%
Cc1ccc(/C=N/NC(=O)C2(C)CC2(Br)Br)cc1 (stereo not drawn)
  0.1%	11.8%	-11.7%	-3.1%	-2.7	15.7%	-1.2	-10.0%
O=C1c2ccccc2[C@@H]2C[C@@H](O)[C@H](Nc3ccccc3-c3ccccc3)CCN12
  11.1%	-8.9%	-6.1%	6.8%	0.3	22.5%	-0.6	6.1%
COc1cccc(NS(=O)(=O)c2c(C)cc(C)cc2C)c1
  24.2%	-25.1%	-13.9%	1.0%	-0.6	1.3%	/	0.1%
COc1ccc(NC(=O)CN(C)CC(=O)Nc2ccc(Cl)c(S(=O)(=O)N(C)C)c2)cc1
  4.4%	-15.1%	1.5%[57.1 µM]	3.2%	-1.4	13.2%	-6.2	4.0%
Cc1ccc(C(=O)Nc2ccccc2N2CCCCC2)o1
  -1.6%	2.7%	-5.2%	-42.4%[inhibitor]	-3.2	14.6%	1.5	-3.1%
CCOc1ccc2nc(NC(=O)CS(=O)(=O)c3ccccc3)sc2c1
  3.2%	2.4%	0.6%	16.0%	-0.3	14.7%	-8.1	-3.1%
O=C(CCCCCn1c(=O)[nH]c2ccsc2c1=O)NCc1ccc2c(c1)OCO2
  0.1%	4.2%	2.7%	16.8%	-3.5	6.2%	0.2	-5.5%
COc1ccc(NC(=O)CSc2nnc(CNC(=O)c3ccco3)n2-c2ccccc2OC)cc1
  2.2%	29.3%	1.8%	-18.7%	-3.5	9.5%	-7.3	-4.8%
O=C(COc1ccccc1Br)NC(=O)NC1CCCC1
  1.9%	-4.9%	-6.6%	12.6%	-0.5	2.4%	5.4	-4.5%
O=C(Nc1nnc(Cc2ccccc2)s1)c1cccs1
  -3.0%	1.9%	8.0%	18.2%	1.4	-5.5%	-5.5	0.3%
Cc1cc(C)nc(NS(=O)(=O)c2ccc(N/C=C/C(=O)c3ccc(Cl)c(Cl)c3)cc2)n1
  -3.2%	-15.9%	-9.1%	10.8%	7.3	-4.3%	-0.8	4.4%
CCc1ccc(OCC(=O)N/N=C/c2ccc(OS(=O)(=O)c3ccc(C)cc3)c(OC)c2)cc1
  15.8%	-15.5%	0.5%	12.2%	-1.9	-19.0%	8.2	-6.4%
COc1ccccc1OCC(=O)n1cc(C(=O)c2cc(Cl)cc(Cl)c2O)cn1
  4.3%	5.5%	-18.8%	13.8%	0.2	/	26.9	-2.4%
CCCCn1c(-c2nn(C)c(C)c2Cl)n[nH]c1=S
  6.9%	13.9%	-7.9%	-3.4%	0.2	15.3%	-0.8	-15.4%
COc1ccc(C(=O)CSc2ccc(-c3ccc(C)cc3)nn2)cc1
  -5.4%	-6.0%	-6.2%	1.8%	-4.3	/	1.1	-16.6%

Screening data: PubChem, National Center for Advancing Translational Sciences (NCATS)
